Akt phos inh: Akt phosphorylation inhibition; Neuro2A IGF-stimulated pAkt S473 HTRF, 20 min; active compounds read low; activity change, % for hits at 50 µM; 0.32% of 360,000 active; in the data active = activity change below about -80%; inconclusive = mostly about -51% to -80%; note: % is set by controls: 0 for no effect and ±100 for the full control effect
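Neuro2A cells in DMEM with 0.5% FBS, overnight at 37 deg C, given compound at single 50 µM final, then IGF (6 nM final) for 20 min at 37 deg C. Lysed; phospho-Akt Ser473 by HTRF after 24 h, 665/615 ratio.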
EPAC2 antag: blocks human EPAC2 exchange factor | Q8WZA2 | EPAC2 GEF exchange of Rap1B-BODIPY-GDP, fluorescence | Potency, µM (doses to about 114 µM), for inactives: top-dose activity, negative = inhibition, most hits filed as inhibitors | 0.18% of 360,000 active; note: potency is the fitted concentration of half-maximal effect; % is set by controls: 0 for no effect and ±100 for the full control effect; nearly all actives have a fitted effect of over 45% in size; many of its hits are not listed in these tables
Target sequence (Q8WZA2 whole entry, looked up): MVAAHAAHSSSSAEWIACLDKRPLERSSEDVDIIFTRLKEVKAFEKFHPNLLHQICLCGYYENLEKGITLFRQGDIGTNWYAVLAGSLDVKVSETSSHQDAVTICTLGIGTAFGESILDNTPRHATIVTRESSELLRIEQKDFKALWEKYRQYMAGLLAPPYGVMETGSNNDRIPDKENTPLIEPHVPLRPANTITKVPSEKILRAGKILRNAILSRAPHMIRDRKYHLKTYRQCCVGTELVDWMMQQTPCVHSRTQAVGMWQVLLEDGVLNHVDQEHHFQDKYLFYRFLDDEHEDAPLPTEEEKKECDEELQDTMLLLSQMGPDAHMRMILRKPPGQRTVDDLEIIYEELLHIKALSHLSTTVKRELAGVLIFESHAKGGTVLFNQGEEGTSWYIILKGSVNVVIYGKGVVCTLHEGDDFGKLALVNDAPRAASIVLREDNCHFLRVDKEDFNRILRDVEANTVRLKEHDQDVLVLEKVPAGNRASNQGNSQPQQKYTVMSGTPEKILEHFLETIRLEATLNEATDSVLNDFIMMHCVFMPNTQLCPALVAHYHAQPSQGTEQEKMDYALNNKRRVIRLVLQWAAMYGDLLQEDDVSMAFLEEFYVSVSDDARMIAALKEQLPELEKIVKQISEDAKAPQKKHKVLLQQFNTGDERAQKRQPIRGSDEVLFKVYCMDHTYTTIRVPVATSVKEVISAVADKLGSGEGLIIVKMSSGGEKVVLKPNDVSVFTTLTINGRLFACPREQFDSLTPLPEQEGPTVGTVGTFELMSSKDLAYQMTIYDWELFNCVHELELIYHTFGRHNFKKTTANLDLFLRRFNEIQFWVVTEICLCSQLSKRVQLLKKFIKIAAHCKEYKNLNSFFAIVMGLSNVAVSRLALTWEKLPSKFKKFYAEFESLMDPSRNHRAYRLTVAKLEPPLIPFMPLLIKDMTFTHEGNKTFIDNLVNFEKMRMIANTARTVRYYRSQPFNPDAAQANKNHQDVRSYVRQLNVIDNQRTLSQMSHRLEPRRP
DRD3 antagonist: blocks the human D3 dopamine receptor | D3R cells, DiscoveRx beta-arrestin luminescence, antagonist mode; active compounds read low | max response, negative = inhibition, % | 2.5% of 360,000 active | AID 652054; in the data active = max response below about -50%; inconclusive = no clear call, values can overlap the other calls; note: % is set by controls: 0 for no effect and ±100 for the full control effect; mostly tested at two doses, the higher about 12 µM
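Cells plated overnight at 1500 cells/well, then exposed to library compounds with dopamine controls for 90 minutes at 37 degrees C. DiscoveRx reagent added for 30–60 minutes at room temperature; luminescence read, quantitative HTS format.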
MmCpn inh: inhibitors of Methanococcus maripaludis chaperonin (MmCpn) | purified Mm-Cpn ATPase, ADP Transcreener TR-FRET | Potency, µM (highest dose often 76.9 µM), inactives show top-dose activity, negative = inhibition, most hits filed as inhibitors | 0.031% of 330,000 active | AID 504842; note: potency is the fitted concentration of half-maximal effect; % is set by controls: 0 for no effect and ±100 for the full control effect; nearly all actives have a fitted effect of over 80% in size
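Purified archaeal chaperonin (25 nM final) was preincubated with compound for 10 min at 37°C, then ATP (10 uM final) was added for 30 min at 37°C in Tris pH 7.4/KCl/MgCl2/DTT buffer. ADP was quantified by HTRF Transcreener TR-FRET.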
PTHR1 agonist: PTHR1 (human) receptor agonism; HEK293 GP2 PTHR1 cells, GloSensor cAMP luminescence, 1 h; 0.075% of 410,000 active; Potency, µM (doses to about 115 µM), without a hit: at the top dose activation, actives largely listed as activators; Q03431; note: potency is the fitted concentration of half-maximal effect; nearly all actives have a fitted effect of over 55% in size; some results filed as inactive show a strong effect at the top dose; inactives centre near -15; many of its hits are not listed in these tables
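HEK-293-derived GP2 cells expressing PTHR1 and a GloSensor cAMP reporter, 3,000/well, plated overnight, given luciferin plus IBMX (each 0.5 mM as added) for 1 h at 37 °C, then compound for 1 h at 37 °C. Luminescence was read after 15 min at room temperature.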
DRD3 agonist: activates the human D3 dopamine receptor; max activation, %; P35462; D3R DiscoveRx beta-arrestin cells, luminescence, 90 min; 0.58% of 410,000 active; in the data active = max activation above about 30%; note: 0% is about no effect; mostly tested at two doses, the higher about 12 µM
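Agonist mode: compounds and dopamine controls were applied to plated cells for 90 min at 37 degrees C after an overnight attachment at 1500 cells/well. Luminescent read-out followed 30 - 60 minutes at room temperature with DiscoveRx detection reagent.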
EPAC2 agonist: EPAC2 (human) agonism; EPAC2 activation, biochemical qHTS; response scale: 100% = 6.5 mM cAMP response; 0.079% of 360,000 active; Potency, µM (top dose mostly 154 µM), inactives show at the top dose activation, usual class: activators; Q8WZA2; note: potency is the fitted concentration of half-maximal effect; nearly all actives have a fitted effect of over 50% in size
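qHTS, titration series. 100 nM EPAC2 / 250 nM Rap1B-BODIPY-GDP / 50 uM GDP; RT; ex 480/em 540 nm, 5-min reads to 30 min. Norm. to 6.5 mM cAMP = activation.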
CCT modulator: cytosolic chaperonin activity modulation | purified chaperonin ATPase assay, HTRF ADP detection, 30 min | activity change, % (test concentration not listed), hits read low | 0.3% of 360,000 active | AID 651819; in the data active = activity change below about -30%; note: % is set by controls: 0 for no effect and ±100 for the full control effect
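We incubate TRiC, 40 or 20 nM final, with library compounds at 76 uM and 10 uM ATP for 30 min at 37 °C. ADP formed is detected with Transcreener HTRF reagents after 30 min at room temperature.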
* = called active by the depositor; i = inactive; ? = inconclusive; . = no result given; [ ] = another dose, or the depositor's remark. Unless noted, calls come from the whole dose curve; as a rule, active = well fitted curve in the direction sought with a large enough effect; inconclusive = small, poorly fitted or top-dose-only effect, or another doubt; inactive = no such curve, though single readings can be large; an effect the other way counts as inactive or inconclusive.

#	molecule	Akt phos inh	EPAC2 antag	DRD3 antagonist	MmCpn inh	PTHR1 agonist	DRD3 agonist	EPAC2 agonist	CCT modulator
1	CCC(=O)N(C)C[C@H]1Oc2cc(Br)ccc2S(=O)(=O)N([C@@H](C)CO)C[C@H]1C	i	2%	-2	.	-50%	1	-11%	0.2
2	COc1ccccc1NC(=O)C(C/C=C(\C)Cl)C(C)=O (stereo not given)	i	3%	-9	2%	-2%[57.5 µM]	-5	12%	0.0
3	Cc1nonc1CC(=O)NC1CCCc2c1cnn2-c1ccc(F)cc1F (stereo not given)	i	3%	2	2%	-11%	1	9%	-1.5
4	O=C(CSc1nc2ccccc2[nH]1)N/N=C/C=C/c1ccccc1[N+](=O)[O-]	i	-7%	0	0%	-32%	-8	27%	-7.1
5	CC1(C)C2CC=C(/C=N/NC(=S)Nc3cccnc3)C1C2 (stereo not given)	i	-6%	5	1%	-3%	7	10%	1.7
6	Cn1c(CNC(=O)c2ccco2)nnc1SCC(=O)N1CCN(c2ccccc2)CC1	i	6%	10	-2%	i	3	11%	-2.3
7	COc1ccc(OC(=O)c2cc3ccccc3o2)cc1	i	4%	2	1%	-1%	0	13%	-1.0
8	CSc1ncccc1C(=O)Nc1nccs1	i	-7%	14	-1%	i	-4	7%	1.3
9	c1ccc(SCCOCCN2CCc3ccccc3C2)cc1	i	-2%	-78*	-1%	i	-29	16%	-1.8
10	Cc1ccc(-c2nc(CSCC(=O)N3CCOCC3)c(C)o2)cc1	i	8%	-9	-1%	-12%	5	-1%	-3.2
11	CCN(CC)S(=O)(=O)c1cc(NC(=O)Cc2ccsc2)ccc1C	i	-6%	-3	0%	-34%[inhibitor]	-2	13%	-0.4
12	Cn1cc(CCC(=O)N2CCCC(C(=O)c3cccc4ccccc34)C2)cn1 (stereo not given)	i	-13%	1	-3%	-3%	5	-5%	1.6
13	CC(=O)Nc1ccc(-n2nnnc2SCC(=O)NCc2cccs2)cc1	i	3%	3	0%	i	1	1%	-1.2
14	CCOc1ccccc1NC(=O)CCSc1nc2n[nH]c(C)c2c(=N)n1-c1ccccc1Cl	i	-2%	26	-24%	i	30*	8%	-2.0
15	CCCCOc1ccc(Cc2n[nH]c(=S)n2N)cc1	i	3%	-19	-7%	-22%	-22	10%	2.1
16	Cc1cccn2c(CNCC3OCCc4ccccc43)c(C(=O)N3CCCCC3)nc12 (stereo not given)	i	10%	3	3%	-23%	-8	10%	0.2
17	O=C1C=CC(=O)c2c(O)c(N3CCN(CCO)CC3)c(Cl)c(O)c21	i	?	-121*	.	-52%[inhibitor]	-25	0%	-2.2
18	NC(=O)CC(NC(=O)Cc1cccc2ccccc12)c1ccc(N2CCCCCCC2)c([N+](=O)[O-])c1 (stereo not given)	i	-6%	11	-2%	-31%[inhibitor]	-12	1%	-0.4
19	Cc1ccc(OCCCC(=O)Nc2cc(S(=O)(=O)N3CCOCC3)ccc2N2CCOCC2)cc1	i	-6%	5	0%	-4%	0	-4%	-2.2
20	O=C(O)c1ccccc1-c1ccccc1C(=O)Nc1ccccc1-c1ccccc1	i	3%	24	-5%	i	0	-4%	0.2
21	O=C(O)Cc1cn(Cc2ccc(F)cc2)c2ccccc12	i	5%	2	-4%	-7%	7	-3%	-2.7
22	CN(CCOCCOc1ccc(F)cc1)Cc1ccccc1	i	6%	-89*	-1%	?	-20	8%	-0.5
23	C=CCN(CC=C)CCOc1ccc2ccccc2c1	i	-10%	?	-7%	i	-8	6%	-2.2
24	O=C(Nc1ccc(S(=O)(=O)Nc2nccs2)cc1)c1ccc(F)c(S(=O)(=O)N2CCOCC2)c1	i	0%	7	-10%	-72%[inhibitor]	-8	11%	1.8
25	CCC(C)(C(=O)NC1CCCCC1)N(CC1CCCO1)C(=O)Cc1cccs1 (stereo not given)	i	4%	18	-3%	i	3	8%	-0.4
26	COc1ccc(N(CC(=O)Nc2ccc(S(=O)(=O)N3CCOCC3)cc2)S(=O)(=O)c2ccc(F)cc2)cc1	i	-7%	27	-9%	-71%[inhibitor]	1	-5%	2.0
27	COCCN(C(=O)c1cc(CN2C(=O)c3ccccc3C2=O)ccc1OC)c1c(N)n(CC(C)C)c(=O)[nH]c1=O	i	1%	0	.	-30%	-5	8%	-0.2
28	O=C(/C=C/c1ccccc1)NC(=S)Nc1ccc(CN2CCOCC2)cc1	i	-7%	-57*	1%	-33%[inhibitor]	-17	-2%	-0.4
29	O=C(O)CCc1ccc(-c2ccc(F)cc2)n1Cc1ccco1	i	5%	-21	-3%	i	-1	-1%	-2.5
30	Cn1c2ccccc2c2cc(/C=N/NC(=O)c3ccccc3F)ccc21	i	-13%	17	-17%	-12%	-2	23%	0.9
31	CC(C)C(c1nnnn1Cc1ccco1)N1CCC(C(N)=O)CC1 (stereo not given)	i	-3%	?	0%	i	2	-3%	-0.3
32	COc1ccc(-c2cc(-c3cccs3)nc3sc(C#N)c(N)c23)cc1	i	-1%	-13	-15%	i	-3	-5%	0.1
33	COc1ccc(C)cc1NC(=O)C1CCN(S(=O)(=O)c2cccc3cccnc23)CC1	i	-9%	9	0%	i	3	7%	-0.1
34	O=C(Nc1ccc(S(=O)(=O)N2CCCC2)cc1)c1ccc([N+](=O)[O-])o1	i	6%	?	-2%	-16%	-14	7%	-1.8
35	N#CC(C(=O)C12CC3CC(CC(C3)C1)C2)c1nc2ccccc2[nH]1 (stereo not given)	.	-12%	-4	-1%	i	-11	-85%[15.6 µM]	-0.1
36	CC1CCN(C(=O)Cn2nnc(-c3ccc([N+](=O)[O-])cc3)n2)CC1	i	9%	4	-6%	-17%	7	7%	1.2
37	CC(C)N1CCc2[nH]c(=S)[nH]c(=O)c2C1	i	25%	8	-5%	-1%	-6	-5%	0.7
38	O=C(c1cccc(-c2cccc3nccn23)c1)N1CCOCC1	i	2%	-13	.	i	-10	8%	-0.3
39	CC/C=C\[C@H](O)[C@H](O)C1=C(C)C(=O)[C@]2(O1)C(=O)N[C@@](OC)(C(=O)c1ccccc1)C2O (stereo not given in full)	i	-10%	-11	.	-17%	-10	6%	-0.8
40	O=C1CC(c2ccco2)CC(O)=C1C=Nc1cc(Cl)ccc1O (stereo not given)	i	1%	0	-2%	i	-9	4%	0.4
41	O=C(O)c1ccc2c(c1)ncn2C1CCCC1	i	6%	3	2%	-93%[inhibitor]	3	6%	-1.3
42	CC(NC(=O)C1CCCN1C(=O)OC(C)(C)C)C(=O)OCc1ccccc1 (stereo not given)	i	-9%	5	.	i	6	-7%	-1.1
43	C=CCNc1nc(Cl)nc(Nc2ccccc2)n1	i	-16%	5	-1%	-20%	-7	-4%	1.0
44	CC(C)CC(N)c1csc(NC(=O)C(c2ccccc2)c2ccccc2)n1 (stereo not given)	i	-2%	-3	.	?	-6	-2%	0.3
45	O=C(NC1CCCCC1)n1c(=O)oc2ccccc21	i	15%	-20	1%	-21%	0	14%	0.9
46	CCOc1cc(NCc2ccccc2)c2ncn(C(C)C)c2c1	i	-30%	0	-2%	-16%	-12	13%	-2.8
47	COc1cccc(C(=O)NC(=S)Nn2cnnc2)c1OC	i	13%	8	-3%	i	5	8%	-2.3
48	CN(CCCNC(=O)COc1cc(=O)n(C)c2ccccc12)Cc1ccccc1	.	7%	?	1%	i	-11	4%	0.7
49	CSc1ncccc1C(=O)OCC(=O)Nc1ccc(N2CCOCC2)cc1	i	9%	7	1%	i	4	-1%	-2.0
50	O=C(O)c1ccc(Nc2ncc([N+](=O)[O-])cc2[N+](=O)[O-])cc1	i	-6%	-5	1%	-6%	-14	15%	0.2
51	CC(C)(C)CN1CCN(Cc2nc(-c3ccc(F)cc3)cs2)CC1CCO (stereo not given)	i	9%	25	0%	-41%[inhibitor]	8	-4%	1.2
52	CCOC(=O)Cn1c(=O)cc(C)c2ccccc21	i	10%	-1	1%	i	-2	0%	0.6
53	Cn1ncc(N=Cc2c(O)ccc3ccccc23)c1C(=O)Nc1cccc(Cl)c1	i	16%	1	1%	-6%	-2	?	-0.9
54	COCC(=O)Nc1ccc(N2CCN(c3ccccc3)CC2)c(F)c1	i	7%	12	1%	-14%	-6	1%	-4.2
55	CCN1C(=O)/C(=C/N(C(C)=O)c2ccccc2)N(c2ccccc2)C1=S	i	5%	-81*	2%	0%[57.5 µM]	-5	-5%	0.5
56	CC(=O)OCC1=C(C(=O)O)N2C(=O)C(NC(=O)c3ccc(COc4c(C)cccc4Cl)o3)C2SC1 (stereo not given)	i	-3%	0	2%	i	-11	4%	-0.2
57	CCOC(=O)C1(C)CCCCCN1C(=O)c1ccc(C(=O)OC)cc1 (stereo not given)	i	2%	-22	.	i	-8	7%	-5.1
58	CCOc1ccccc1N1C(=O)CN(Cc2ccc(OC)c(OC)c2)C1=S	i	-11%	11	2%	-39%[inhibitor]	3	-11%	-4.9
59	CC(=O)Oc1ccc(C(=O)Nc2cccc(-c3nnc(-c4ccco4)o3)c2)cc1	i	1%	19	3%	-4%	22	-5%	-2.9
60	O=C(CCc1nc2ccccc2c(=O)[nH]1)NCCN1C(=O)S/C(=C\c2ccc(OC(F)F)cc2)C1=O	i	-1%	-10	.	-40%[inhibitor]	-4	-4%	-1.6

One compound at a time (already shown).
Listed for COc1ccc(C)cc1NC(=O)C1CCN(S(=O)(=O)c2cccc3cccnc23)CC1 : Akt phos inh = i; EPAC2 antag = -9%; DRD3 antagonist = 9; MmCpn inh = 0%; PTHR1 agonist = i; DRD3 agonist = 3; EPAC2 agonist = 7%; CCT modulator = -0.1
Listed for Cc1cccn2c(CNCC3OCCc4ccccc43)c(C(=O)N3CCCCC3)nc12 (stereo not given) : Akt phos inh = i; EPAC2 antag = 10%; DRD3 antagonist = 3; MmCpn inh = 3%; PTHR1 agonist = -23%; DRD3 agonist = -8; EPAC2 agonist = 10%; CCT modulator = 0.2

The list is partial (hit frequency here may not be typical).
